Artemis inh = Artemis endonuclease inhibitors, primary screen, biochemical, fluorescence intensity, FAM/BHQ-1 hairpin substrate; 30,000 compounds, 0.78% hits; AID 686954, 2013; recombinant Artemis, quenched FAM hairpin cleavage fluorescence; Protein artemis (Homo sapiens), Q96SD1; inhibition, % at 10 µM;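 active means at 10 µM dose, at least 30% inhibition, measured as corrected fluorescence normalized to stimulator and neutral control wells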
Target sequence (Q96SD1 whole entry, looked up): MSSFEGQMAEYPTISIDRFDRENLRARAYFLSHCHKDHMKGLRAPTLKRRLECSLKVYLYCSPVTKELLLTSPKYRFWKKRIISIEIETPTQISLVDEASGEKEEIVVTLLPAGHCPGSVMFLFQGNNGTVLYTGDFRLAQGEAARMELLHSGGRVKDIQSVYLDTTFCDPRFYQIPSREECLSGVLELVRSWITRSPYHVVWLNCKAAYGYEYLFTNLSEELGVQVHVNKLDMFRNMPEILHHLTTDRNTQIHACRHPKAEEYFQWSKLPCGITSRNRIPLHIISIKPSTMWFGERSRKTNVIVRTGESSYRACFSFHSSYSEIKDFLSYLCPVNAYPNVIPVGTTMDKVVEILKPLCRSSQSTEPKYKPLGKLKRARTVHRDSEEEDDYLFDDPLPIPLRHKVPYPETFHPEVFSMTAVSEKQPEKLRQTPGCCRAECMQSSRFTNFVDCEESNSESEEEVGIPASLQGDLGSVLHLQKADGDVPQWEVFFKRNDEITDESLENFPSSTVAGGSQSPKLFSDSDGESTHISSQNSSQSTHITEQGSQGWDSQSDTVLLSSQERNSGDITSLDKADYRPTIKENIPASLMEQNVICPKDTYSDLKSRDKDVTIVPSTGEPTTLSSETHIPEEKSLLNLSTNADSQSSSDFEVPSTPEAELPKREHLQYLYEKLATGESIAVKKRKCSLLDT
Numbers without * were called inactive.

SMILES | Artemis inh
CCc1nc(C)c(C#N)c2cc(OC)c(OC)cc12 | 4
Cc1ccc(Nc2nc3nonc3[nH]c2=O)cc1C | 14
Cc1nc(N2CCOCC2)nc2c1CCCC2 | -15
O=C(CSc1nnc(-c2cccs2)n1Cc1ccco1)c1ccc2c(c1)OCO2 | 4
CCCC(=O)N1c2ccc(-c3csc(N)n3)cc2CC1C (centres undefined) | 4
COC(=O)Nc1nc(C)c(C(=O)N(C)C)s1 | 0
CN(C)c1nc(Oc2ccc(C(=O)OCC(=O)Nc3ccccc3)cc2)nc(N(C)C)n1 | -1
COC(=O)c1cc(Br)c(=O)n(-c2ccc(OC)cc2)c1 | -3
CCN(CC)C(=O)C1CCN(CC2CC=CCC2)CC1 (centres undefined) | 0
O=C(COC(=O)c1ccc2ccccc2c1)Nc1ncc(C(F)(F)F)cc1Cl | 8
CN1CCN(/C=N/c2sc3c(c2C#N)CCCCC3)CC1 | 4
O=C(COc1cccc2ccccc12)NNC(=O)[C@@H]1CCCC[C@@H]1C(=O)O | 6
Cn1c(=O)c2c(-c3ccccc3)n(-n3cnnc3)cc2n(C)c1=O | -5
CCC(C)(C)N1CC(=O)N(Cc2ccccc2)C(c2ccc(OC)cc2)C1=O (centres undefined) | -3
O=C(Nc1ccc(F)cc1)N(CCCN1CCOCC1)Cc1cc2cc3c(cc2[nH]c1=O)OCCO3 | 8
COC(=O)c1ccccc1NC(=O)CSc1nnnn1-c1ccc(C)cc1C | 5
COc1ccc(-c2[nH]ncc2-c2ccc(Cl)cc2)c(O)c1 | -3
Cc1c(-n2c(CN3C(=O)c4ccccc4C3=O)nc3ccccc3c2=O)c(=O)n(-c2ccccc2)n1C | -3
CCOC(=O)c1c(C)n(-c2ccc(OC)cc2)c2c(C/C(C)=N/O)c(Br)c(OC)c(O)c12 | -16
CC1CC2(CCCCC2)Nc2c1ccc1ccccc21 (centres undefined) | 0
CN(C)c1ccc(N=Cc2nc(-c3ccccc3)oc2O)cc1 | -14
CCOC(=O)N1CCN(C(=O)c2ccc3c(c2)NC(=O)C(N2CCOCC2)S3)CC1 (centres undefined) | -6
C=C(C)c1cccc(C(C)(C)NC(=O)N2CCC(C)CC2)c1 | -3
C=C(C)c1nc(N)nc(N)n1 | -8
Cc1cccc(C(=O)NCCN(C)C)c1 | 0
O=C1CCC(/C=C/c2ccccc2)=NN1Cc1ccccc1Cl | 5
CCOC(=O)c1sc2nc3c(cc2c1N)COC(C)(C)C3 | 3
CCn1cc(C(=O)NC(=S)Nc2cccc(O)c2)cn1 | -3
CN1/C(=C\C(=O)C(F)F)C(C)(C)c2ccccc21 | 4
O=C(Cn1c(SCC(=O)NC2CCCC2)nnc1-c1ccncc1)Nc1ccc2c(c1)OCO2 | 0
O=C(Nc1cccc(C(F)(F)F)c1)c1ccc2nc(-c3ccco3)c(-c3ccco3)nc2c1 | 42*
Cc1ccc(NC(=O)Nc2nc(-c3ccc(C)s3)cs2)cc1 | -7
CCOc1ccc(C2CC(=O)NC3=C2C(=O)CCC3)cc1Cl (centres undefined) | -3
CCCC1c2ccc(C)n2CCN1C(=O)Nc1ccc(F)cc1 (centres undefined) | 3
Cc1cccc(C)c1OCCSc1n[nH]c(N)n1 | 0
CC1CC(C)(C)Nc2ccc(OC(=O)c3ccco3)cc21 (centres undefined) | -7
C=CCOC(=O)C(C#N)c1nc2ccccc2nc1N1CCCC1 (centres undefined) | 8
CC(C)c1nnc(NC(=O)CSc2ncn[nH]2)s1 | 2
COc1ccc(Nc2nc(C(C)(C)C)nc3c2nnn3Cc2ccccc2Cl)cc1OC | 5
COc1ccc(N(Cc2cc3ccc(C)cc3[nH]c2=O)C(C)=O)cc1 | 1
CCn1c(SCC(=O)C(C)(C)C)nnc1-c1ccccc1OC | 0
COc1cc(S(=O)(=O)N2CCOCC2)ccc1NC(=O)COC(=O)c1ccccn1 | -3
CCC1(C)Cc2nc3sc(C(=O)O)c(N)c3cc2CO1 (centres undefined) | 10
O=C(Cn1cnc2c(cnn2-c2ccc(Cl)cc2)c1=O)NCC1CCCO1 (centres undefined) | -3
Cc1ccc(O)c(C(=O)c2cnn(-c3ccccc3)c2)c1 | 10
COCc1cc(Sc2ccc(Cl)cc2Cl)nc(-c2ccccc2)n1 | 6
CCn1cc(C(=O)NCCCOC(C)C)c2cc(OC)c(OC)cc2c1=O | 0
O=C(CSc1nc2ccc(Cl)cc2o1)NCc1ccc2c(c1)OCO2 | 1
COc1ccc(-n2c(SCC(=O)N3CCCCC3C)nnc2-c2cccnc2)cc1 (centres undefined) | 6
Cc1oc2cc(O)cc(C)c2c(=O)c1-c1cnn(-c2ccccc2)c1 | 11
Further compounds
SMILES | Artemis inh
Cc1cc(NC(=O)CN2C(=O)NC(C)(c3ccc(OC(F)F)cc3)C2=O)no1 (centres undefined) | -4
CCC(c1nnnn1C1CCCC1)N(Cc1cccs1)Cc1cc2cc(C)ccc2[nH]c1=O (centres undefined) | 15
O[C@@H]1C2CCCC1[C@]1(O)CCCCC1C2 (some centres undefined) | -6
O=C(C1CC1)N1CCc2cc(S(=O)(=O)N3CCCc4ccccc43)ccc21 | -1
CC1(C)CC(C)(c2ccc(O)cc2O)N(c2cccc(Cl)c2)C(=S)N1 (centres undefined) | 0
CCC(=O)Nc1ccc2oc(-c3cccc(C)c3)nc2c1 | -2
O=C(NCc1ccccc1)c1ccc(Oc2ccc(C(=O)NCc3ccccc3)cc2)cc1 | -1
O=S(=O)(/C=C/c1ccccc1)Nc1ccc2c(c1)OCO2 | 3
Cc1cccc(NC(=S)/N=C(\N)Nc2nc(C)c3ccc(C)cc3n2)c1 | 18
CCOC(=O)Cc1c(C)nc2c(-c3ccccc3OC)c(C)nn2c1C | 1
c1ccc2c(c1)oc1c(NCCCn3ccnc3)ncnc12 | 0
CCN1c2ccccc2-c2nc3ccccc3n2C1c1ccncc1 (centres undefined) | 2
O=C(c1cn(-c2ccccc2)nc1-c1ccncc1)n1nnc2ccccc21 | 10
COc1ccc(OCC(=O)Nc2cccc3ncccc23)cc1 | -5
C/C=C/c1ccc(OCCCCn2cncn2)c(OC)c1 | 0
Cn1c(SCC(N)=O)nnc1C1CCN(S(=O)(=O)c2ccccc2C(F)(F)F)CC1 | -5
CCOC(=O)N1CCC(NC(=O)CCc2nc(-c3ccccc3F)no2)CC1 | 0
Cc1c(C=O)c2ccccc2n1CC(=O)N1CCc2ccccc2C1 | -3
CCN(CC)CCCN1C(=O)C(O)=C(C(=O)c2ccco2)C1c1ccc(OC(C)C)cc1 (centres undefined) | -2
CCOC(=O)N1CCN(C(=O)CCSc2ccc(C)cc2)CC1 | 5
CCC(=O)N1CCN(c2ccc(NC(=S)NC(=O)c3cccc([N+](=O)[O-])c3)cc2)CC1 | -3
CCOC(=O)C1CCN(CC(O)COc2ccc(C(C)(C)C)cc2)CC1 (centres undefined) | -3
CCCCOC(=O)C1C2C=C[C@]3(CN(CCCOC)C(=O)[C@H]13)O2 (some centres undefined) | 0
O=S(=O)(c1ccc(Oc2ccc(Br)cc2)cc1)N1CCOCC1 | 6
CCOC(=O)CNC(=O)CSc1nnc(-c2ccccc2)n1Cc1ccco1 | 10
CC(=O)Nc1cc(S(=O)(=O)Nc2cccc(C)c2)c(C)cc1C | -1
COC(=O)c1ccc(NC(=O)CN2CCN(c3cccc(Cl)c3)CC2)cc1 | 7
CC1CCN(C(=O)Cn2c(=O)oc3ccccc32)CC1 | -9
Cc1ccc(-c2ccc(CCC(=O)O)n2Cc2ccco2)cc1 | 9
Cc1c[n+]([O-])n(-c2ccc(C(=O)O)cc2)n1 | 1
COc1ccc(CNC(=O)c2csc(Cc3ccc(Cl)cc3)n2)cc1 | 5
COc1ccc(CNC(N)=O)cc1OC | -3
Cc1cccc(OCC(=O)N(C)CCc2ccccn2)c1 | -2
Cc1ccc(-c2noc(-c3ccccc3Br)n2)cc1 | -10
N#Cc1nc(-c2ccc(OCc3ccc(Cl)cc3)cc2)oc1NCc1cccnc1 | -5
CCCC(=O)Nc1nnc(CC(=O)OCC)s1 | -2
O=C(CCN1CCN(CC(=O)Nc2ccccc2Cl)CC1)Nc1ccccc1F | -2
CN(Cc1cc2ccccc2[nH]c1=O)S(=O)(=O)c1ccccc1 | -10
CCOC(=O)c1[nH]c(C)c(C(=O)Nc2ccc3c(c2)CCC3)c1C | -6
Cc1ccc(S(=O)(=O)N2CCN(CC(=O)NC(=O)NCc3ccccc3)CC2)cc1C | 1
O=C(COc1ccc(Cl)cc1)NCc1nnc(SCC(=O)Nc2ccccc2)o1 | 1
O=C(C1CCCCC1)N1CCN(c2ncccn2)CC1 | 5
Nc1c(-c2ccc(Cl)cc2)cnn1-c1cccc(C(F)(F)F)c1 | 21
CNCCCOc1cccc(OC(C)C)c1 | 0
O=C(NCc1nc2ccccc2[nH]1)c1ccc(S(=O)(=O)N2CCOCC2)cc1 | 26
Cc1cc(C)n(C(=O)COc2c(C)cccc2C)n1 | -11
Cc1ccc2c(c1)N=C(c1ccc(Cl)cc1)CO2 | -2
O=C(NCCCN1CCCC1=O)C1CCN(S(=O)(=O)N2CCOCC2)CC1 | -3
COC(=O)c1c(C(=O)OC)c(-c2ccc(C)cc2)n2c1CS(=O)(=O)C2 | -5
C=CCNc1nnc(SC2CC(=O)N(c3ccc(OCCC)cc3)C2=O)s1 (centres undefined) | 8

Reprinted at random: 2 compounds from above
SMILES | Artemis inh
CN(C)c1ccc(N=Cc2nc(-c3ccccc3)oc2O)cc1 | -14
Cc1cccc(OCC(=O)N(C)CCc2ccccn2)c1 | -2

The list continues.
SMILES | Artemis inh
CSc1ccc(C2C(C#N)=C(N)Oc3c2ccc(=O)c2c(C)oc(C)c32)cc1 (centres undefined) | 19
N#Cc1c2n(c3c(-c4ccccc4)ncnc13)CCC2 | 2
O=C(CSc1nc2ccccc2o1)N1CCCC1 | -5
CC1CC(c2ccccc2)n2nc(N3C(=O)c4ccccc4C3=O)nc2N1 (centres undefined) | 0
Cc1ccc(N(CC(=O)NCc2ccco2)C(=O)CCC(=O)Nc2ccccn2)cc1C | 2
Cc1cccc(NC(=O)C2CCCN(S(=O)(=O)c3cccc4nsnc34)C2)n1 (centres undefined) | 4
CC(=O)N(C)c1ccc(OCC(O)COc2ccc(N(C)C(C)=O)cc2)cc1 | 1
COc1ccc(C/C(N)=N/n2cnnc2)cc1Cl | -5
N#Cc1ccc(-n2nccc2-c2cnc3n(c2=O)CCS3)cc1 | -1
O=C(CCc1ccccc1)Nc1nc2n(n1)C(c1ccccc1)CC(=O)N2 (centres undefined) | 11
CCCOc1ccc(C(=O)C(c2ccccc2)N2CCOCC2)cc1 (centres undefined) | -1
Cc1cccc(-c2cc(C(=O)Nc3sc(C)c(C)c3C(N)=O)c3ccccc3n2)c1 | 3
O=c1ccc2cc(S(=O)(=O)N3CCOCC3)ccc2o1 | -5
CCC(=O)Nc1cc2c(cc1C(=O)c1ccccc1)OCCO2 | -9
COc1ccc(-n2c(COc3ccc(C)cc3)nnc2SCC(N)=O)cc1 | 6
COC(=O)c1[nH]c2ccc(C)cc2c1NC(=O)Nc1ccc(OC)cc1 | -5
O=C(NCc1ccco1)c1ccc2snnc2c1 | 0
CCCn1c2c(c(O)c(C(=O)NC)c1=O)CCCC2 | 0
CCOC(=O)c1ccc(S(=O)(=O)N2CCN(CC(=O)NC(=O)NC3CCCCC3)CC2)cc1 | 0
COC(=O)c1cc2n(n1)CCN(Cc1ccc(F)cc1)C2=O | -2
CCCOc1c(Cl)cc(C(=O)Nc2ccc3c(c2)OCO3)cc1OCC | 5
Cc1ccc(-c2cc(C(F)F)n3ncc(C(=O)N4CCN5CCCC5C4)c3n2)cc1 (centres undefined) | 4
Cc1cc(NC(=O)c2ccc(NC(=O)C(C)C)cc2)no1 | 12
C/C(=N/NS(=O)(=O)c1ccc(F)cc1)c1ccc(NC(=O)c2ccc(C)o2)cc1 | 1
COc1ccc(C(c2nnnn2C(C)(C)C)N2CCN(c3nc4ccccc4s3)CC2)cc1OC (centres undefined) | -3
CCCOc1cccc(C2/C(=C(/O)c3ccccc3)C(=O)C(=O)N2CCN(C)C)c1 (centres undefined) | -2
O=C(CSc1ccccc1)N1CCc2ccccc21 | 3
CCOc1ccc(NC(=O)CC2NCCNC2=O)cc1 (centres undefined) | 5
COc1ccc(-c2csc(Nc3ncccc3C)n2)cc1OC | 2
C=CCc1c(C)nc(C)nc1N/N=C/c1ccccc1 | 5
O=C(NN=C1C2CC3CC(C2)CC1C3)c1ccncc1 | -6
CCOC(=O)N1CCN(C(=O)CSc2nnc(CNC(=O)c3ccccc3F)o2)CC1 | 1

17 successive records from above, quoted:
SMILES | Artemis inh
COc1ccc(-n2c(COc3ccc(C)cc3)nnc2SCC(N)=O)cc1 | 6
COC(=O)c1[nH]c2ccc(C)cc2c1NC(=O)Nc1ccc(OC)cc1 | -5
O=C(NCc1ccco1)c1ccc2snnc2c1 | 0
CCCn1c2c(c(O)c(C(=O)NC)c1=O)CCCC2 | 0
CCOC(=O)c1ccc(S(=O)(=O)N2CCN(CC(=O)NC(=O)NC3CCCCC3)CC2)cc1 | 0
COC(=O)c1cc2n(n1)CCN(Cc1ccc(F)cc1)C2=O | -2
CCCOc1c(Cl)cc(C(=O)Nc2ccc3c(c2)OCO3)cc1OCC | 5
Cc1ccc(-c2cc(C(F)F)n3ncc(C(=O)N4CCN5CCCC5C4)c3n2)cc1 (centres undefined) | 4
Cc1cc(NC(=O)c2ccc(NC(=O)C(C)C)cc2)no1 | 12
C/C(=N/NS(=O)(=O)c1ccc(F)cc1)c1ccc(NC(=O)c2ccc(C)o2)cc1 | 1
COc1ccc(C(c2nnnn2C(C)(C)C)N2CCN(c3nc4ccccc4s3)CC2)cc1OC (centres undefined) | -3
CCCOc1cccc(C2/C(=C(/O)c3ccccc3)C(=O)C(=O)N2CCN(C)C)c1 (centres undefined) | -2
O=C(CSc1ccccc1)N1CCc2ccccc21 | 3
CCOc1ccc(NC(=O)CC2NCCNC2=O)cc1 (centres undefined) | 5
COc1ccc(-c2csc(Nc3ncccc3C)n2)cc1OC | 2
C=CCc1c(C)nc(C)nc1N/N=C/c1ccccc1 | 5
O=C(NN=C1C2CC3CC(C2)CC1C3)c1ccncc1 | -6

An excerpt; rates above refer to the full screens.
